Source: PubChem BioAssay
GC-A act = GC-A (human) enzyme activation; AID 1671463; 370,000 compounds, 0.14% hits; HEK293 GC-A cells, cGMP TR-FRET, EC30 ANP; 0% at EC30 ANP, 100% saturating ANP; activation, % at 10 µM; in the data active = activation above about 40%
GAA850 FXN act = activators of GAA850 frataxin (FXN) promoter | HEK293 lucGAA850 FXN promoter luciferase reporter, 24 h; percent of 10 µM SAHA response | activation, % at 6 µM | 360,000 compounds, 0.56% hits | AID 540364;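 active = activation above the average of all compounds screened plus 3 SD, cutoff fixed separately per campaign, cut at about 7.5% in these data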;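 note: 0% = DMSO wells and 100% = 10 µM SAHA wells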
ADAM17 inh = ADAM17 inhibition, QFRET primary screen; recombinant ADAM17, EDANS/DABCYL FRET peptide cleavage; 370,000 compounds, 0.83% hits; P78536; inhibition, % at 6.95 µM;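 active = inhibition above the mean of compounds lying between control limits plus 3 SD, set per campaign, cut at about 8.5% in these data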;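 note: 0% = DMSO-only wells as the low control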
Target sequence (P78536 215-824 limits assumed): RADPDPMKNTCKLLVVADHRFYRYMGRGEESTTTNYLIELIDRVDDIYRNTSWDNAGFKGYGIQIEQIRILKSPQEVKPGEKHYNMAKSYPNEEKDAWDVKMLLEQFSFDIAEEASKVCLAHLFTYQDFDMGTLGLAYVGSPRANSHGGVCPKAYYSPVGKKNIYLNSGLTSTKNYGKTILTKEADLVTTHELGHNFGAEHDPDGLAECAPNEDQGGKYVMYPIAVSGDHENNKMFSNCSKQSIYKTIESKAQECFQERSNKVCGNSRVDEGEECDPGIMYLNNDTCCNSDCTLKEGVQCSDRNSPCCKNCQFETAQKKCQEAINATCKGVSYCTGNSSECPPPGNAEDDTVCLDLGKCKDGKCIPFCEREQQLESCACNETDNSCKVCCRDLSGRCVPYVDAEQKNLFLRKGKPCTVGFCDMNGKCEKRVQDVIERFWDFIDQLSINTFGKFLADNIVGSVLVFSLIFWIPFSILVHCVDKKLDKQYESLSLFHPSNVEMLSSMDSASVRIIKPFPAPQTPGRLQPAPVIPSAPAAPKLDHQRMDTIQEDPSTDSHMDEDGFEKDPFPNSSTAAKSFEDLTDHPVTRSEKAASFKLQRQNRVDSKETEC
SMARCA2 act = SMARCA2 function activation, primary screen. MG213 cells, MMTV-luciferase reporter, dexamethasone, overnight. activation, % at 9.1 µM. 370,000 compounds, 1% hits; in the data active = activation above about 7.8%;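 note: 0% = vehicle wells and 100% = reference activator wells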
DAX1 inh-1 = inhibits human nuclear receptor DAX1 | P51843 | HEK293 Gal4-DAX1 luciferase reporter, luminescence | inhibition, % at 6.75 µM | 340,000 compounds, 0.99% hits | AID 504766;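 active = inhibition above the mean over all tested compounds plus 3 SD, cut at about 4.2% in these data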;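 note: 0% = DAX1-transfected cells with DMSO and 100% = empty-vector control cells with DMSO; inhibition shows as a rise in luminescence from relieved DAX1 repression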
Target sequence (P51843 207-470 limits assumed): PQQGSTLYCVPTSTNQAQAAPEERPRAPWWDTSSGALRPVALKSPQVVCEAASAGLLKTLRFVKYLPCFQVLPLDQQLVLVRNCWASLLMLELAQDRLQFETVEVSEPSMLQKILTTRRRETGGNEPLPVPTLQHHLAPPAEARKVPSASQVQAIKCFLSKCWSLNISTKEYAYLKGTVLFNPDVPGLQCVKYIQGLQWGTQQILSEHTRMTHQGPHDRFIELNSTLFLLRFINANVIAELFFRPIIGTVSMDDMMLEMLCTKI
hgDAF-12 ag = hgDAF-12 agonism, primary luciferase screen; 370,000 compounds, 1.8% hits; activation, % at 6.8 µM; HEK293 GAL4-hgDAF12 UAS-luciferase reporter, agonist luminescence; normalized to butyrate control;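 active = activation above a cutoff set at the mean of all screened compounds plus 3 SD, cut at about 10% in these data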;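 note: 0% = DMSO wells and 100% = sodium butyrate wells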
hcDAF-12 act = H. contortus DAF-12 activation, primary screen | HEK293 hcDAF-12 lit1-tk-luc reporter, luminescence; 0% DMSO, 100% Δ7-dafachronic acid | activation, % at 6.8 µM | 370,000 compounds, 1.4% hits;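 active = activation above the mean of all tested compounds plus 3 SD, cut at about 5.5% in these data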;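 note: 100% = response to 3 µM Δ7-dafachronic acid high control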
ssDAF12 agonist = activates DAF-12 receptor from parasite S. stercoralis; 370,000 compounds, 1% hits; activation, % at 6.8 µM; AID 652126; HEK293 ssDAF-12/GRIP1 lit1-tk-luc reporter, luminescence; % of 3 µM dafachronic acid response;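 active = activation above the mean over all tested compounds plus 3 SD, cut at about 0.9% in these data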;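 note: 0% = DMSO-only wells and 100% = 3 µM delta7-dafachronic acid wells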
PG9 Ab binder = PG9 antibody binding by small molecule | TR-FRET gp120-PG9 antibody binding | inhibition, % at 6.7 µM | 360,000 compounds, 0.43% hits | AID 624416; in the data active = inhibition above about 8.5%
ADAM10 inh = inhibitors of human ADAM10; inhibition, % at 7 µM; recombinant ADAM10, EDANS/DABCYL FRET peptide cleavage, 3 h; 370,000 compounds, 0.62% hits; O14672; AID 720582;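 active = inhibition above a per-campaign cutoff equal to the mean of compounds falling between control-based bounds plus 3 SD, cut at about 20% in these data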;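 note: 0% = DMSO wells while the 100% control is not disclosed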
DAX1 inh-2 = DAX1 (NR0B1) inhibition, primary screen; HEK293T StAR-luciferase reporter, SF-1/DAX-1 repression relief; inhibition, % at 6.8 µM; 370,000 compounds, 1.1% hits; AID 652010;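 active = inhibition above the mean over all tested compounds plus 3 SD, cut at about 3.6% in these data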;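 note: 0% = DAX-1 cells with DMSO and 100% = cells lacking DAX-1 with DMSO; higher inhibition means more luminescence from relief of DAX-1 repression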
* hit, by the source's call; i = inactive; . = not tested or not shown.

nr | canonical_smiles | GC-A act | DAX1 inh-1 | SMARCA2 act | PG9 Ab binder | DAX1 inh-2 | ADAM10 inh
1 | COc1ccccc1NC(=O)C1CC(O)CN1C(=O)Oc1ccccc1 (stereo not given) | 0 | 1.6 | 0 | -3.0 | 0.0 | 6
2 | COc1ccc(N2CC(C(=O)N/N=C/c3cc([N+](=O)[O-])ccc3O)CC2=O)cc1 (stereo not given) | 1 | 2.7 | -2 | 0.4 | 0.5 | 8
3 | Cc1ccc(-c2nc3ncccn3c2Nc2ccc3c(c2)OCO3)o1 | 10 | -0.3 | -1 | -20 | -0.5 | -4
4 | O=C(NCCN1CCC(n2c(=O)[nH]c3ccccc32)CC1)c1ccc(Cl)cc1Cl | 0 | . | -6 | -1.8 | -0.6 | -3
5 | Cc1ccc(C)c(-n2c(-c3ccc4c(c3)OCO4)n[nH]c2=S)c1 | 1 | 0.2 | -2 | 0.1 | -0.2 | -26
6 | CCC(c1nnnn1Cc1ccc2c(c1)OCO2)N1CCN(CC)CC1 (stereo not given) | -3 | 3.3 | -5 | 0.8 | 1.2 | 1
7 | CCCCN(CC)CCCNC(=O)c1ccc(CS(=O)(=O)c2c(Cl)cccc2Cl)o1 | 0 | 0.1 | -2 | 0.5 | 0.5 | -1
8 | CN(CC(=O)Nc1cccc2ccccc12)C(=O)c1ccc(NC(=O)CC#N)cc1 | -3 | 2.7 | 0 | -1.5 | 0.7 | -5
9 | COc1ccc(NC(=O)C2CC(=O)OC2c2ccccc2)cc1 (stereo not given) | 1 | -0.3 | -3 | -0.1 | -0.2 | 0
10 | O=C(NC(=S)N1CCN(c2ccc(O)cc2)CC1)c1ccco1 | -9 | -1.5 | -3 | -2.8 | -1.0 | -1

nr | GAA850 FXN act | ADAM17 inh | ssDAF12 agonist | hgDAF-12 ag | hcDAF-12 act
1 | -2.0 | 1 | -0.7 | 2.6 | 0.7
2 | -1.1 | -2 | -1.4 | -5.1 | -1.8
3 | 0.2 | -5 | -1.4 | 2.6 | -0.7
4 | . | -5 | -1.4 | 0.4 | -1.9
5 | -1.4 | 5 | -1.2 | 4.3 | -0.6
6 | -0.9 | -2 | -1.2 | -0.2 | 0.4
7 | 0.9 | -4 | -0.2 | 3.7 | 0.4
8 | 0.2 | -2 | -0.3 | -0.5 | 1.4
9 | 1.1 | 3 | -0.8 | -0.4 | -1.6
10 | 0.0 | -6 | -0.9 | 0.5 | 1.1

Grouped by structure, those above containing an NH in an aromatic ring (2)
nr | canonical_smiles | GC-A act | DAX1 inh-1 | SMARCA2 act | PG9 Ab binder | DAX1 inh-2 | ADAM10 inh
4 | O=C(NCCN1CCC(n2c(=O)[nH]c3ccccc32)CC1)c1ccc(Cl)cc1Cl | 0 | . | -6 | -1.8 | -0.6 | -3
5 | Cc1ccc(C)c(-n2c(-c3ccc4c(c3)OCO4)n[nH]c2=S)c1 | 1 | 0.2 | -2 | 0.1 | -0.2 | -26

nr | GAA850 FXN act | ADAM17 inh | ssDAF12 agonist | hgDAF-12 ag | hcDAF-12 act
4 | . | -5 | -1.4 | 0.4 | -1.9
5 | -1.4 | 5 | -1.2 | 4.3 | -0.6

(more compounds)
nr | canonical_smiles | GC-A act | DAX1 inh-1 | SMARCA2 act | PG9 Ab binder | DAX1 inh-2 | ADAM10 inh
11 | Cc1noc(C(=O)Nc2cccnc2Cl)c1Cl | 1 | 0.6 | 0 | -1.1 | -0.2 | -1
12 | COc1ccc(OC)c(NC(=O)NCCCCc2ccccc2)c1 | 2 | -0.1 | -2 | -0.9 | -1.5 | 5
13 | Cc1cccc(C)c1NS(=O)(=O)c1ccc(-c2cnc(C3CC3)o2)cc1 | -3 | -0.6 | -6 | -1.7 | 0.1 | 11
14 | O=C(COc1ccccc1Cl)NCc1ccco1 | 3 | 1.5 | 6 | -1.7 | 1.4 | 2
15 | COc1ccccc1NC(=O)C(=O)NCCC1CCCCN1S(=O)(=O)c1ccc(F)cc1 (stereo not given) | -4 | -0.9 | -2 | -2.7 | -0.5 | 2
16 | COc1cccc(CNC(=O)CCS(=O)(=O)c2ccc3c(c2)CC(C)N3C(=O)C2CC2)c1 (stereo not given) | -2 | 0.6 | -4 | -2.2 | -2.0 | -14
17 | O=C(Nc1ccccc1)OCCOc1ccc(Br)cc1 | 7 | 0.5 | -3 | 1.6 | -0.4 | 12
18 | COc1ccccc1NC(=O)Cc1csc(NC(=O)c2ccccc2)n1 | 3 | -2.7 | 1 | -3.1 | -0.8 | 11
19 | COC(=O)c1ccc(CS(=O)(=O)c2ccc(F)cc2)o1 | -3 | 0.7 | -2 | -1.5 | -0.2 | -5
20 | COc1ccc(C(=O)O)cc1S(=O)(=O)Nc1ccccc1Cc1ccccc1 | 5 | 0.9 | -3 | 1.3 | 0.1 | 16

nr | GAA850 FXN act | ADAM17 inh | ssDAF12 agonist | hgDAF-12 ag | hcDAF-12 act
11 | 1.5 | -1 | -0.2 | -1.2 | 0.4
12 | 1.1 | 0 | -1.3 | 1.5 | -2.4
13 | -3.9 | 0 | -0.8 | -3.9 | -2.0
14 | 2.1 | -2 | -0.9 | 1.6 | -0.6
15 | -1.0 | 1 | -0.5 | 0.5 | -1.7
16 | -2.5 | -1 | -1.5 | -1.0 | -0.9
17 | 1.3 | -2 | -1.0 | -0.6 | -2.8
18 | 3.9 | 5 | -0.8 | -1.9 | 2.2
19 | 2.4 | 0 | -1.4 | 0.5 | 1.0
20 | 0.4 | 3 | -0.7 | -2.0 | 0.1

(continued)
nr | canonical_smiles | GC-A act | DAX1 inh-1 | SMARCA2 act | PG9 Ab binder | DAX1 inh-2 | ADAM10 inh
21 | COc1ccc(CC(=O)Nc2cccc(-c3ccc4nnc(C)n4n3)c2)cc1OC | 0 | 0.7 | -4 | 0.1 | -1.8 | -11
22 | CC(C)=CCCC(C)CN1CCC(N2CCC(C(=O)NC(C)C)CC2)CC1 (stereo not given) | 4 | -0.2 | 2 | 2.2 | -0.5 | 0
23 | CCOC(=O)c1cc(CC)sc1NC(=O)C1CC(=O)NN1Cc1ccccc1 (stereo not given) | -9 | -1.4 | -4 | -0.8 | 0.3 | 2
24 | CN1C(=O)NC(c2cccc([N+](=O)[O-])c2)C2=C1CC(C)(C)CC2=O (stereo not given) | -1 | -0.9 | -2 | -2.2 | -0.2 | -6
25 | N#Cc1c(C(F)(F)F)cc(-c2ccc(Cl)cc2)[nH]c1=O | 0 | 0.9 | -2 | -1.1 | -1.0 | i
26 | Cn1cc(/C=C2\SC(=O)N(c3ccccc3)C2=O)c2ccccc21 | 0 | 0.9 | 4 | -1.3 | 0.1 | 4
27 | Cc1cc(C)nc(NS(=O)(=O)c2ccc(NC(=O)c3cc(-c4ccccc4)nc4ccccc34)cc2)n1 | -7 | 0.4 | -3 | -2.2 | -0.4 | 9
28 | C/C(=N\N1CCN(C2c3ccccc3-c3ccccc32)CC1)c1ccncc1 | -2 | 0.0 | 2 | -0.7 | 0.4 | 1
29 | COc1ccc(C(=O)NCC(=O)N2CCc3ccccc3C2)cc1 | 4 | 0.2 | -5 | 1.6 | 0.2 | -11
30 | C#Cc1cccc(-n2nnc(C(=O)OC)c2-c2ccccc2)c1 | -7 | -0.8 | -3 | -0.4 | -0.6 | 6

nr | GAA850 FXN act | ADAM17 inh | ssDAF12 agonist | hgDAF-12 ag | hcDAF-12 act
21 | -1.1 | -3 | -1.4 | -6.9 | -2.7
22 | 0.0 | -4 | -1.9 | -4.5 | -1.2
23 | 5.5 | 3 | -1.6 | -2.8 | 0.2
24 | 2.1 | -7 | -0.5 | 0.8 | -0.5
25 | 0.2 | i | -0.8 | 3.0 | 0.1
26 | 4.8 | -3 | -0.8 | 7.6 | 2.5
27 | -1.4 | 8 | -1.6 | -3.1 | -3.4
28 | 1.6 | -1 | -1.2 | -1.6 | -1.6
29 | 3.3 | -4 | -1.0 | 2.2 | 0.2
30 | -0.2 | 4 | -1.3 | -3.5 | -3.3

(more compounds)
nr | canonical_smiles | GC-A act | DAX1 inh-1 | SMARCA2 act | PG9 Ab binder | DAX1 inh-2 | ADAM10 inh
31 | CC1(C)CC(NC(=O)COc2ccccc2Cl)CC(C)(C)N1 | -1 | 0.0 | -1 | -4.1 | -0.4 | 0
32 | Cc1ccccc1N(C(=O)c1snc(C(N)=O)c1N)C(C(=O)NCC1CCCO1)c1ccc(N(C)C)cc1 (stereo not given) | 0 | -0.3 | -4 | 0.0 | -0.8 | -26
33 | CCOc1ccc(C(=O)Nc2cccc(-c3ccc(N4CCOCC4)nn3)c2)cc1OCC | 0 | -0.5 | 1 | -1.4 | -0.7 | -1
34 | CCOc1ccc(S(=O)(=O)N2CCC(C(=O)NCc3ccco3)CC2)cc1 | 2 | 0.3 | 2 | -1.0 | -0.8 | 0
35 | COc1c2c(c(OC)c3c1c(=O)c1ccccc1n3C)OCO2 | 5 | -0.7 | 7.9* | -1.1 | -0.2 | -9
36 | CCn1c(=O)cc(O)c2ccccc21 | 6 | 1.1 | 1 | -1.5 | -0.3 | -5

nr | GAA850 FXN act | ADAM17 inh | ssDAF12 agonist | hgDAF-12 ag | hcDAF-12 act
31 | -4.9 | 1 | -2.4 | -5.2 | -4.2
32 | -0.8 | -10 | -1.6 | -2.6 | -2.8
33 | 0.3 | -2 | 0.4 | 0.5 | 0.6
34 | 1.2 | -1 | -1.0 | -1.1 | -0.9
35 | -0.7 | -4 | -0.1 | 0.0 | 3.4
36 | -0.6 | -3 | -0.9 | 0.9 | 0.1

Five records picked at random from the list so far, as already listed:
nr | canonical_smiles | GC-A act | DAX1 inh-1 | SMARCA2 act | PG9 Ab binder | DAX1 inh-2 | ADAM10 inh
36 | CCn1c(=O)cc(O)c2ccccc21 | 6 | 1.1 | 1 | -1.5 | -0.3 | -5
31 | CC1(C)CC(NC(=O)COc2ccccc2Cl)CC(C)(C)N1 | -1 | 0.0 | -1 | -4.1 | -0.4 | 0
33 | CCOc1ccc(C(=O)Nc2cccc(-c3ccc(N4CCOCC4)nn3)c2)cc1OCC | 0 | -0.5 | 1 | -1.4 | -0.7 | -1
34 | CCOc1ccc(S(=O)(=O)N2CCC(C(=O)NCc3ccco3)CC2)cc1 | 2 | 0.3 | 2 | -1.0 | -0.8 | 0
32 | Cc1ccccc1N(C(=O)c1snc(C(N)=O)c1N)C(C(=O)NCC1CCCO1)c1ccc(N(C)C)cc1 (stereo not given) | 0 | -0.3 | -4 | 0.0 | -0.8 | -26

nr | GAA850 FXN act | ADAM17 inh | ssDAF12 agonist | hgDAF-12 ag | hcDAF-12 act
36 | -0.6 | -3 | -0.9 | 0.9 | 0.1
31 | -4.9 | 1 | -2.4 | -5.2 | -4.2
33 | 0.3 | -2 | 0.4 | 0.5 | 0.6
34 | 1.2 | -1 | -1.0 | -1.1 | -0.9
32 | -0.8 | -10 | -1.6 | -2.6 | -2.8
